RGS4-Gao reg – modulates binding of RGS4 to human Galphao; P09471; Multiplexed bead flow cytometry; actives lie on both sides; binding response (% of control), % at 10 µM; 220,000 tested, 0.33% active; AID 1415; in the data active = binding response below about 49% or above about 150%; inactive = in between;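 note: fluorescent Galphao activated with aluminum fluoride binding bead-coupled RGS4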
ABCG2 block – blocks JC-1 efflux by human ABCG2 transporter; inhibition, % at 6.6 µM; 190,000 tested, 0.1% active; IgMXP3 cells, flow cytometry; AID 1325; Q9UNQ0;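 active = inhibition above 80%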;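 note: 0% = DMSO and 100% = nicardipine control wells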
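test system = two drug-resistant human cell lines, ABCG2 and ABCB1 | amount = 3 million cells/mL final, two lines in 1:1 ratio | reagent = JC-1 transporter substrate | doses = one concentration, 6.6 µM final | incubation = 10 min at 25 °C | signal = flow cytometric JC-1 green MFI at 530 nm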
RGS8-Gao – modulates binding of RGS8 to human Galphao. P09471. multiplexed bead flow cytometry; actives lie on both sides. response (percent of control binding), % at 10 µM. 220,000 tested, 0.34% active. AID 1423; in the data active = response below about 60% or above about 140%; inactive = in between;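 note: Galphao activated as the GDP aluminium fluoride complex binding bead-coupled RGS8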
Mcl-1 Bim block – disrupts Bim peptide binding to human Mcl-1; Q07820; Bead-based flow cytometry, Bim peptide-Mcl-1 binding; inhibition, % at 10 µM; 190,000 tested, 0.1% active;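 note: 0% = no compound tracer wells and 100% = peptide blocker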
Target sequence (Q07820 whole entry, looked up): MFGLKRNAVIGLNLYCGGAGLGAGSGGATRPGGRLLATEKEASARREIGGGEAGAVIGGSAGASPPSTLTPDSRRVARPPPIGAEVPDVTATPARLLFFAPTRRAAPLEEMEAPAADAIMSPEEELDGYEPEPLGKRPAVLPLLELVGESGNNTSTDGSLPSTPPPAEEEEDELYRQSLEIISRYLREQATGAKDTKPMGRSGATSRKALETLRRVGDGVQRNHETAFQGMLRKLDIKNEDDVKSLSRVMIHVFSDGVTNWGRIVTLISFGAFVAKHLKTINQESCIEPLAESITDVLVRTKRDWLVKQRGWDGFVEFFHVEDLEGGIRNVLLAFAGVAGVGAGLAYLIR
ABCB1 block – inhibitors of human ABCB1 transporter, ABCG2 counter-screen; P08183; CCRF-Adr cells, JC-1 efflux, flow cytometry; inhibition, % at 6.6 µM; 190,000 tested, 0.067% active; in the data active = inhibition above about 40%;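 note: 0% = vehicle and 100% = reference inhibitor; higher value means more JC-1 retained so stronger ABCB1 efflux block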
Bim-Bfl-1 – human Bim-Bfl-1 interaction inhibition; Bead-based flow cytometry, Bim-Bfl-1 binding inhibition; AID 1008; inhibition, % at 10 µM; Q16548; 190,000 tested, 0.12% active;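 note: 0% = wells without compound plus tracer and 100% = blocker peptide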
Bcl-W Bim block – inhibitors of Bim-Bcl-W interaction, human; Q92843; bead-based flow cytometry, Bim peptide-Bcl-W binding; inhibition, % at 10 µM; 190,000 tested, 0.02% active; AID 952;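 note: 0% = bound tracer without compound and 100% = peptide blocker; higher means less fluorescent Bim peptide bound to Bcl-W beads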
Bim-Bcl-2 – disrupts Bim peptide binding to human Bcl-2; Bead-based flow cytometry, Bim peptide-Bcl-2 binding; inhibition, % at 10 µM; 190,000 tested, 0.06% active; AID 950; in the data active = inhibition above about 40%; inconclusive = no clear call, values can overlap the other calls;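 note: 0% = no compound wells with probe peptide and 100% = reference peptide inhibitor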
Target sequence (P10415 whole entry, looked up): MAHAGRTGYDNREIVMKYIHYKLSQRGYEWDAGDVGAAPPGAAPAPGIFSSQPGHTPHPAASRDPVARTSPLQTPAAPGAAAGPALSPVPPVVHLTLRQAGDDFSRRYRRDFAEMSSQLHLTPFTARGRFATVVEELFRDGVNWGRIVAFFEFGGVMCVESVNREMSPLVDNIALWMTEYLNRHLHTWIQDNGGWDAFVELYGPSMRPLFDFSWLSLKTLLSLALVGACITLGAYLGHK
RGS7-Gao reg – human RGS7-Galphao interaction regulation | P09471 | Multiplexed bead flow cytometry, RGS7-Galphao binding; actives lie on both sides | binding response (% of control), % at 10 µM | 220,000 tested, 0.35% active | AID 1439; in the data active = binding response below about 49% or above about 150%; inconclusive = no clear call, values can overlap the other calls; inactive = in between;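 note: fluorescent Galphao held in activated GDP-AlF4 state binding bead-coupled RGS7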
Bcl-XL Bim block – disrupts Bim peptide binding to human Bcl-XL; Q07817; AID 1007; inhibition, % at 10 µM; 190,000 tested, 0.04% active; bead flow cytometry, fluorescence
Target sequence (Q07817 whole entry, looked up): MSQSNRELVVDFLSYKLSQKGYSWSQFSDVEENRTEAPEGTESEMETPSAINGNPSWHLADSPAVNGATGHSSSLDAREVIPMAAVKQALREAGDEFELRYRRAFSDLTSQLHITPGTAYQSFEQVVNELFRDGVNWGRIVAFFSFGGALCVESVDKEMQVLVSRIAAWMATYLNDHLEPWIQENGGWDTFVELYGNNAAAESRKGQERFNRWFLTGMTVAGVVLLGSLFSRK
Bim-Bcl-B – inhibitors of Bim-Bcl-B interaction, human | Q9HD36 | bead-based flow cytometry, Bim peptide-Bcl-B binding | inhibition, % at 10 µM | 190,000 tested, 0.073% active | AID 951;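 note: 0% = tracer peptide without compound and 100% = reference inhibitor peptide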
Target sequence (Q9HD36 whole entry, looked up): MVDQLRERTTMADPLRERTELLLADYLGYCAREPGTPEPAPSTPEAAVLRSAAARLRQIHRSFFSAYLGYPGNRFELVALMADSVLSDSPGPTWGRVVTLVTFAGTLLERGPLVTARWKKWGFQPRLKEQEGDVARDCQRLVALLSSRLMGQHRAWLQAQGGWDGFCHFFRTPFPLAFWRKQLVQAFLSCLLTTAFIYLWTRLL
* hit, by the source's call; ? = inconclusive; · = not tested or not shown. Cut-off read from the data, not from the text of the source, unless noted: active = inhibition above about 40%.

Start of the listing, in advance:
SMILES	RGS4-Gao reg	ABCG2 block	RGS8-Gao	Mcl-1 Bim block	ABCB1 block	Bim-Bfl-1	Bcl-W Bim block	Bim-Bcl-2	RGS7-Gao reg	Bcl-XL Bim block	Bim-Bcl-B
Cc1sc2nc(CSc3nnnn3-c3ccc(Cl)cc3)[nH]c(=O)c2c1C	101	-2	97	-2	-0.8	1	0	-1	102	-1	0
CCOc1ccccc1NC(=O)Nc1ccc(Cl)cc1	99	3	106	-4	0.5	-1	-5	-5	101	-8	-7

Main list (from the top)
SMILES	RGS4-Gao reg	ABCG2 block	RGS8-Gao	Mcl-1 Bim block	ABCB1 block	Bim-Bfl-1	Bcl-W Bim block	Bim-Bcl-2	RGS7-Gao reg	Bcl-XL Bim block	Bim-Bcl-B
Cc1sc2nc(CSc3nnnn3-c3ccc(Cl)cc3)[nH]c(=O)c2c1C	101	-2	97	-2	-0.8	1	0	-1	102	-1	0
CCOc1ccccc1NC(=O)Nc1ccc(Cl)cc1	99	3	106	-4	0.5	-1	-5	-5	101	-8	-7
O=c1ccc2cc(S(=O)(=O)N3CCN(c4ccccc4)CC3)ccc2o1	92	0	95	1	0.1	3	1	3	92	-2	4
CC(=O)NC1C(=O)Nc2c1cccc2C(F)(F)F (stereo not drawn)	104	5	104	-5	2.3	-13	-2	-7	101	-10	-5
CC(Sc1nncs1)C(=O)NCC(=O)Nc1ccc(F)c(F)c1F (stereo not drawn)	106	0	105	-1	-0.4	-2	0	-1	110	0	-6
CCCc1ccc(C#N)c(SC2CC(=O)N(c3ccc(OC)cc3)C2=O)n1 (stereo not drawn)	99	5	99	-4	1.1	-9	-4	-7	101	-4	-5
O=C1CC(C(=O)Nc2ccc(F)cc2)S/C(=N\N=C\c2ccco2)N1 (stereo not drawn)	101	3	99	8	0.3	7	11	10	101	11	9
CN(C)C=C1C(=O)c2ccccc2C1=O	105	15	106	-1	-1.4	-8	2	-4	102	-5	-4
CCOC(=O)c1c(C)oc2cc(Br)c(OC(=O)N3CCOCC3)cc12	98	16	101	-1	-0.2	-8	2	-7	98	6	-7
COCCNC(=O)c1ccccc1NC(=O)Cc1ccccc1	107	4	104	-1	0.1	-6	0	-2	?	-2	-3
COC(=O)c1sc2ccccc2c1NC(=O)c1ccc(S(=O)(=O)N2CCCCC2C)cc1 (stereo not drawn)	99	2	100	-1	-1.6	0	-2	1	100	-3	-3
CCOC(=O)C(OC(=O)c1sc(=S)n(C)c1C)C(C)=O (stereo not drawn)	100	6	102	0	0.0	-9	-1	-12	94	-1	-7
Cc1ccc(-c2nnc(SCC(=O)OC(C)C)n2N)cc1	100	3	101	-2	0.4	0	-1	-3	104	-2	-1
CCCOc1nc2ccccc2cc1/C=C/C(=O)O	101	3	100	1	0.3	-8	-3	-2	?	-1	-9
COC(=O)C1=C(C(=O)OC)C(c2cc(Br)ccc2O)c2sc(=O)[nH]c2S1 (stereo not drawn)	97	2	99	-1	·	5	0	0	93	-1	1
CNC(=S)NNS(=O)(=O)c1ccc(OC)cc1OC	103	0	102	-2	-0.3	-6	-1	-2	97	-3	-6
CC(C)c1nc(SCC(=O)N2CC(=O)Nc3ccccc32)c2ccccc2n1	99	6	99	0	1.2	-4	-1	-2	?	-1	-4
N#Cc1c(C(F)(F)F)cc(-c2ccco2)nc1SCc1ccncc1	101	16	101	2	2.0	3	0	0	102	-1	-4
Cc1ccc(NC(=O)COC(=O)/C=C/c2cccs2)cc1	86	1	94	2	0.4	-9	0	-1	89	-4	-1
O=C(NCc1ccco1)c1ccc(NC(=O)C2COc3ccccc3O2)cc1 (stereo not drawn)	107	25	104	4	-0.3	-4	4	-5	106	4	-4
C=C(C)C1Cc2c(C)nn(-c3ccccn3)c2C1 (stereo not drawn)	111	3	108	-1	0.4	-2	0	-1	111	0	-4
COc1ccc2sc(SCCCS(=O)(=O)O)[n+](CCCS(=O)(=O)[O-])c2c1	102	1	100	-4	0.4	-17	-2	-13	97	-5	-2
O=C(C[n+]1cccc(/C=N/O)c1)N1CCCCCC1	100	-1	99	-2	-0.1	-6	-1	-1	99	-4	-6
CC(C)CC(=O)N1CCN(C(=O)c2cccc(F)c2)CC1	106	3	101	1	1.5	-2	0	0	105	0	-1
Cc1ccc(-c2nc(SCC(=O)NCC3CCCO3)c(-c3ccc(C)cc3)[nH]2)cc1 (stereo not drawn)	·	4	·	-2	1.2	-1	-2	0	·	-4	-4
O=C(/C=C/c1ccc2c(c1)OCO2)NCc1ccc(F)cc1	97	17	97	0	1.0	-7	0	0	94	-3	-3
N/C(CSc1ccc(Cl)cc1)=N\NC(=O)c1ccncc1	102	-1	102	0	0.0	-3	-1	0	?	0	0
CCOC(=O)Nc1sc2c(c1C(=O)OCC)CCC2	101	3	100	1	0.2	-3	-1	-3	99	-2	-2
COC(=O)NCC(C)OC(=O)Nc1ccc(Cl)cc1 (stereo not drawn)	103	12	106	0	-0.1	-2	2	1	101	-1	-3
O=C(Nc1cccc(S(=O)(=O)N2CCCCC2)c1)c1ccc(S(=O)(=O)C(F)F)cc1	100	1	100	0	-0.1	-4	-3	-1	101	-3	-2
O=C(/C=C\Nc1ccc2c(c1)OCO2)c1ccc(Cl)s1	103	-2	102	0	-0.1	1	6	0	?	0	-8
COc1cccc(NC(=O)COc2ccccc2C(N)=O)c1	94	7	96	0	0.7	-9	0	-5	88	-1	-7
Cc1ccc(NC(=O)c2nc[nH]c2C(=O)N2CCOCC2)c(C(=O)c2ccccc2)c1	102	2	100	-7	0.3	-8	-5	-9	104	-4	-4
N=C1C(c2ccccc2)=C(O)CN1c1cccc(S(N)(=O)=O)c1	99	2	98	0	0.3	-14	-3	-5	97	-4	-7
COc1ccc(C(C(O)C(=O)c2c[nH]c3ccccc23)N2CCN(c3ccccc3)CC2)cc1 (stereo not drawn)	97	26	99	-1	30	0	-2	-1	94	-2	-2
CCCc1nc2ccccc2c(C(=O)OCC(=O)c2ccc3c(c2)NC(=O)CO3)c1CC	103	3	98	-2	2.5	-12	0	-10	100	-5	-10
COC(=O)c1sccc1NC(=O)COc1ccccc1Cl	94	74	93	0	-0.5	8	3	5	96	2	3
O=C1C=C(NCc2ccco2)CC(c2ccc(Cl)cc2)C1 (stereo not drawn)	107	6	103	2	-0.1	-8	-1	-3	100	-2	-8
O=C(O)CCCC(=O)Nc1nc(-c2ccccc2)cs1	99	7	91	5	0.8	1	3	2	99	-1	3
Cc1onc(-c2ccccc2Cl)c1C(=O)Nc1cccc2nsnc12	96	0	98	0	0.0	0	1	7	97	0	3
O=C(NCCc1ccc(Cl)cc1)C1CCC(=O)N1C1CCCC1 (stereo not drawn)	99	0	100	0	0.1	0	-1	-1	101	0	-1
CC1CCc2c(sc(NC(=O)COC(=O)c3ccc(O)cc3)c2C#N)C1 (stereo not drawn)	98	-5	100	-3	-1.5	1	0	0	95	-5	-13
O=C(COc1ccccc1[N+](=O)[O-])N/N=C/c1cccs1	94	20	98	-4	0.9	-7	-4	-4	90	-9	-7
COc1cccc(C(=O)/C=C/Nc2cc(C)ccc2O)c1	99	9	103	-1	1.2	0	0	-1	101	0	0
CN1CCN(C(=S)NC(=O)c2ccc(C(C)(C)C)cc2)CC1	95	5	96	-3	·	9	0	4	97	-2	-18
N#Cc1cn(-c2ccccc2)nc1-c1ccccc1	95	-1	98	-2	-0.2	-11	1	-4	95	-3	-5
Cn1cnnc1SCC(=O)Nc1cc(S(=O)(=O)N2CCCCCC2)ccc1Cl	97	5	90	-3	0.7	0	-2	-1	99	-1	0
COc1ccc2c(c1)[nH]c1c(=O)n(CCCN3CCOCC3)cnc12	109	4	107	0	1.0	1	0	3	107	0	1
FC(F)(F)c1cnc(-n2cc[nH]c2=S)c(Cl)c1	101	1	102	-2	0.4	4	1	1	102	0	-18
CCSc1nnc(-c2ccc(C)cc2)c2ccccc12	101	46	103	-2	-1.3	-3	-4	-7	103	-6	-8

Pulled one by one from above (4):
SMILES	RGS4-Gao reg	ABCG2 block	RGS8-Gao	Mcl-1 Bim block	ABCB1 block	Bim-Bfl-1	Bcl-W Bim block	Bim-Bcl-2	RGS7-Gao reg	Bcl-XL Bim block	Bim-Bcl-B
CCSc1nnc(-c2ccc(C)cc2)c2ccccc12	101	46	103	-2	-1.3	-3	-4	-7	103	-6	-8
COC(=O)c1sc2ccccc2c1NC(=O)c1ccc(S(=O)(=O)N2CCCCC2C)cc1 (stereo not drawn)	99	2	100	-1	-1.6	0	-2	1	100	-3	-3
COc1cccc(NC(=O)COc2ccccc2C(N)=O)c1	94	7	96	0	0.7	-9	0	-5	88	-1	-7
CCCc1nc2ccccc2c(C(=O)OCC(=O)c2ccc3c(c2)NC(=O)CO3)c1CC	103	3	98	-2	2.5	-12	0	-10	100	-5	-10

Next section
SMILES	RGS4-Gao reg	ABCG2 block	RGS8-Gao	Mcl-1 Bim block	ABCB1 block	Bim-Bfl-1	Bcl-W Bim block	Bim-Bcl-2	RGS7-Gao reg	Bcl-XL Bim block	Bim-Bcl-B
CCc1ccccc1NC(=O)Cn1nc(C(F)(F)F)c2c1CCC2	101	1	100	0	0.1	1	-2	6	102	-4	-4
CN(C)/C=C(\C#N)C(=O)Nc1ccccc1	98	1	101	-1	0.0	-3	-5	-1	98	-3	1
COc1ccc(C2=NNC(c3cc(Cl)cc4c3OCOC4)C2)c(O)c1 (stereo not drawn)	103	8	101	-5	0.0	-7	-8	-7	?	-7	-9
Cc1oc(/C=N/NC(=O)CN(c2ccccc2Cl)S(C)(=O)=O)cc1Br	98	3	100	-5	0.4	-12	-6	-4	98	-6	-12
Cc1cc(C)cc(-n2c(C)cc(C(=S)N3CCOCC3)c2C)c1	103	1	100	22	0.4	28	23	19	99	26	17
CN(C)C(CNC(C(=O)Nc1ccc([N+](=O)[O-])cc1Br)c1ccccc1)c1ccccc1 (stereo not drawn)	106	3	105	0	3.8	5	-1	4	?	-3	3
Cc1ccc2[nH]c(=O)c(CN(CCCN3CCOCC3)C(=O)NC3CCCCC3)cc2c1	93	1	94	-5	0.2	-13	-2	-7	94	-9	-14
COC(=O)c1cn(C)c2ccc(S(=O)(=O)N3CCCCC3)cc2c1=O	100	2	100	0	0.4	-3	-2	-2	101	0	-1
N#CC1=C(N)Oc2c(ccc3ccccc23)C1c1ccsc1 (stereo not drawn)	99	4	101	0	0.3	0	9	-3	100	1	-3
Cc1ccccc1C1CC(c2cccs2)=NN1S(C)(=O)=O (stereo not drawn)	100	0	101	0	0.2	-1	1	-1	104	-2	-2
Cc1nc2c(c(C)nn2-c2ccccc2)c(C)c1Cl	104	-1	102	-1	-2.1	-8	2	-6	102	2	-1
O=c1cc(-c2ccccc2)c2ccccc2[nH]1	100	6	100	-1	0.1	-11	1	0	98	-6	-3
COC(=O)c1c(NS(=O)(=O)c2ccc3ccccc3c2)sc2c1CCCC2	95	-2	98	-1	-1.2	1	4	0	97	0	0
O=C(ON=C1CCN(c2ccc([N+](=O)[O-])cc2)CC1)c1ccccc1	102	8	104	-3	0.5	-5	-4	-4	102	-1	-5
CCN(CC)c1ccc(CN(C(=O)c2ccco2)C2CCS(=O)(=O)C2)cc1 (stereo not drawn)	92	1	96	0	0.2	-4	0	1	92	0	-3
CCCn1c(SCC(=O)c2cc(OC)ccc2OC)nnc1-c1ccco1	99	18	98	-6	2.1	-1	1	-1	101	-6	-1
Cc1ccc(C(=O)NCCOC23CC4CC(CC(C4)C2)C3)cc1	100	4	100	-2	1.1	-1	0	-2	95	0	0

From PubChem

Compounds were not picked by outcome; any-hit rate near 0.94%.
